# Source: PubChem (several laboratories)
# Runt-CBFb FRET: blocks binding of human RUNX1 Runt domain to CBFb; 220,000 tested, 0.46% active; inhibition, % at 20 µM; AID 1496; Cerulean-Runt/Venus-CBFb FRET ratio 530/480, 1 h;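 active means inhibition over about 50% at 20 µM in the single-dose screen, limit read from the data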;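 further: 0% = DMSO wells and 100% = excess unlabeled CBFb competitor control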
# Target sequence (Q01196 whole entry, looked up, the tested form may be a part): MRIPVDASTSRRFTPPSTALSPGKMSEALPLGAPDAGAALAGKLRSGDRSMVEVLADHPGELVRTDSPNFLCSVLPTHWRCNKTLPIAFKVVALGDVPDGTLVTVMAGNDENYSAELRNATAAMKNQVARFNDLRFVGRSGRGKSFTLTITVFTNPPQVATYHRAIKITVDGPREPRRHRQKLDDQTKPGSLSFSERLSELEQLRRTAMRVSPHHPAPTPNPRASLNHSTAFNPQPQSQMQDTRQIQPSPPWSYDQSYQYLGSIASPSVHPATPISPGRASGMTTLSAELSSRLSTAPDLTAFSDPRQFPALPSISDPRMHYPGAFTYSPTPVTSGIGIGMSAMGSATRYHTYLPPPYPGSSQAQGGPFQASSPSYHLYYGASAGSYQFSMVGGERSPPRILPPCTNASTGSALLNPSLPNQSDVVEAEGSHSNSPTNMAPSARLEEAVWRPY
# Target sequence (Q13951 whole entry, looked up, the tested form may be a part): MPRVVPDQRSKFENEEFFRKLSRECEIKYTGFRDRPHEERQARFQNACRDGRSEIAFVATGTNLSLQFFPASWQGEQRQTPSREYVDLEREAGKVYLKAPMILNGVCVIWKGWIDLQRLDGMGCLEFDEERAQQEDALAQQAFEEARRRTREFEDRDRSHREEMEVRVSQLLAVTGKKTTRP
#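 System: Cerulean-labeled Runt domain protein | Quantity: 100 nM of each labeled protein | Schedule: 1 h compound exposure, room temperature | Detection: Fluorescence energy transfer, 422 nm excitation, 530/480 nm emission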
# Hck Nef HTS: inhibitors of human Hck kinase activated by Nef; P08631; Recombinant Hck-YEEI plus Nef, Z-Lyte FRET kinase assay; inhibition, % at 20 µM; 220,000 tested, 0.68% active;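 active means Hck-Nef kinase inhibition above about 50%, limit read from the data; inactive means inhibition below that limit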;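 further: 0% = DMSO with Hck plus Nef and 100% = Hck alone without Nef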
# p47phox inh: blocks human p47phox regulatory protein of NADPH oxidases. P14598. p47phox/p22phox peptide binding, fluorescence polarization, 2 h. inhibition, % at 24.7 µM. 220,000 tested, 0.53% active;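 active means inhibition above about 30%, limit read from the data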;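 further: 0% = p47phox with labelled peptide and 100% = labelled peptide alone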
# MDM2 E3 inh: inhibitors of human Mdm2 E3 ubiquitin ligase | cell-based MDM2 ubiquitination luciferase reporter, 2 h; 0 = plate control, 100 = twice control, blank-subtracted | signal enhancement, % at 5 µM | 210,000 tested, 0.11% active | AID 1230;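 active means signal enhancement of 30% or more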;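 further: luminescence tracks abundance of the self-degrading MDM2-luciferase fusion protein; higher signal means inhibition of MDM2 E3 ligase activity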
#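 Material: Stable MDM2–luciferase fusion reporter cells | Amount: 2000 cells seeded into each well | Dosing: One concentration, 5 µM, with 0.2% DMSO | Incubation: 4 h cell settling then 2 h compound exposure, 37 °C | Measured by: Luciferase luminescence | Read-out basis: % enhancement relative to plate controls after blank subtraction | Benchmarks: Control and blank well means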
# zVAD death inh: L929 zVAD cell death inhibition | L929 zVAD necroptosis rescue, ATP luminescence, 24 h; with zVAD 60 µM | viability rescue, % at 10 µM | 220,000 tested, 0.38% active | AID 1377;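 active means activation, scaled between plate controls, above about 75%, limit read from the data; inactive means activation under that limit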;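 further: 0% = zVAD with DMSO and 100% = DMSO alone without zVAD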
# Runt-SMMHC FRET: Runt domain-CBFb-SMMHC interaction inhibition; 220,000 tested, 0.74% active; Cerulean-Runt/Venus-CBFb-SMMHC FRET ratio 530/480, 1 h; inhibition, % at 20 µM; AID 1434; Q01196+Q13951;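 active means mean inhibition across duplicate retests at 20 µM reaching about 50%, limit read from the data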;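 further: 0% = DMSO wells and 100% = wells with excess untagged CBFb-SMMHC; inhibitors lower the FRET ratio by blocking Runt binding to CBFb-SMMHC; some results filed as inactive read as strong as hits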
# EBV gp42 inh: EBV gp42 inhibition | inhibition, % (tested at 21.74 µM) | Fluorescence polarization binding assay, mP read-out | AID 1085 | 220,000 tested, 0.42% active | Q1HVG2; in the data active means inhibition above about 50%
# Target sequence (Q1HVG2 whole entry, looked up): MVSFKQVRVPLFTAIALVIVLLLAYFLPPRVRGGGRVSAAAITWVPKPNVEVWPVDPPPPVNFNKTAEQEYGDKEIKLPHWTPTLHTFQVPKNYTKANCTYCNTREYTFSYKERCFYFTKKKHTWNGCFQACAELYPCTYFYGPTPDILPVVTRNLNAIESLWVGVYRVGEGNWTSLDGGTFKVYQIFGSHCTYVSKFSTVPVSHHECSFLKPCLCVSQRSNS
# 14-3-3 Bad PPI: disrupts binding of bovine 14-3-3 zeta to phospho-Bad peptide | P63103 | TR-FRET 14-3-3zeta/Dy647-pBad peptide displacement, 1 h | inhibition, % at 21.7 µM | 220,000 tested, 0.71% active;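 active means inhibition above about 70%, limit read from the data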;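 further: 0% = full 14-3-3 plus peptide FRET controls and 100% = background without 14-3-3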
# Tb hexokinase: T. brucei hexokinase 1 inhibition; 220,000 tested, 0.11% active; recombinant TbHK1, G6PDH-coupled NADH A340; AID 1430; inhibition, % at 10 µM;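 active means inhibition of 50% or more in the single-dose primary screen; inactive means inhibition below 50%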
# * = called active by the depositor; . = not tested or not shown; [ ] = another dose, or the depositor's remark. The list is partial; count on the stated rates, not on these rows.
SMILES,Runt-CBFb FRET,Hck Nef HTS,p47phox inh,MDM2 E3 inh,zVAD death inh,Runt-SMMHC FRET,EBV gp42 inh,14-3-3 Bad PPI,Tb hexokinase
Cc1ccc(C2SCC(=O)Nc3c2c(=O)[nH]n3C2CCOC(C)(C)C2)cc1 (stereo not drawn),0,0,-8,-18,0.5,1,-1,-14[fluorescence artefact?],4
CCCC(=O)c1cc(CP(=O)(OCC)OCC)oc1C,2,-23,-6,-12,0.4,2,-8,-2,-2
COc1ccc2ccc(O)c(CN3CC=C(c4ccccc4)CC3)c2c1,2,6,-4,-11,1.7,0,17,-11,0
O=C(Nc1ccc2c(c1)OCO2)c1cn(Cc2ccc(F)cc2)nn1,-4,-2,-5,-5,0.4,-2,-4,1,5
NS(=O)(=O)c1ccc(N=Cc2c(O)n(-c3ccccc3)c(=O)[nH]c2=O)cc1,0,22,0,-2,0.8,-8,-23,-1,-8
CC(=O)N(C1=NCCCS1)c1ccc(F)cc1,2,-13,-9,-12,2.0,-1,-4,-5,2
CNCCc1c[nH]c2ccccc12,-1,1,-12,-9,1.6,-4,-5,-5,-1
CC(C)c1oc(=O)cc2c1[C@@H](O)[C@H]1OC(=O)[C@@]3(C)CC[C@@H](O)[C@@]2(C)C13 (stereo partly drawn),-1,-9,12,.,20,1,9,11[fluorescence artefact?],3
CCCn1cc(C(=O)O)cn1,1,-8,1,-3,1.1,0,-20,-5,-2
CCOC(=O)c1c(N)n(CCN2CCOCC2)c2nc3ccccc3nc12,47,-3,-3,-8,2.2,70*,-8,0,-16
CCc1ccc(N2C(=O)NC(=O)/C(=C\C=C\c3ccco3)C2=O)cc1,15,30,-24,.,1.0,-34,-49,13,-1
N=C1c2ccccc2CN1c1ncccn1,-1,21,-1,-19,3.9,-2,-16,-13,5
CCc1cccc2c(C#N)cn(CC(=O)N3CCOCC3)c12,0,0,-11,-14,-0.2,1,-1,6,0
Cc1ccccc1C(O)(Cc1ccccc1)C1CN2CCC1CC2 (stereo not drawn),1,0,11,-12,1.0,-2,-21,12[fluorescence artefact?],5
Clc1ccc(CNC2CN3CCC2CC3)cc1 (stereo not drawn),-1,1,-6,-13,0.1,3,-11,18,2
O=C(Cc1cc(=O)[nH]c(=O)[nH]1)N1CCN(CCO)CC1,3,5,-9,5,0.7,2,-9,-4,1
Cn1c(=O)c2c(ncn2CCCl)n(C)c1=O,0,16,-1,-5,1.0,-1,-18,-4,-6
Cc1ccc(N)c(C(=O)c2ccccc2)c1,.,1,-15,-5,-0.4,-6,-5,-8,-4
Cc1cc(NC(=O)CCl)no1,-2,18,5,-5,9.0,2,10,-6,-3
O=C1/C(=C\c2ccncc2)N2CCC1CC2,7,13,3,-16,0.2,-2,-19,-5,-4
Cc1ccc(-c2ccc(=O)n(CC(=O)N3CCC4(CC3)OCCO4)n2)cc1,0,-6,2,-52,0.9,3,-2,1,1
CCC(C)C12CN3CCN(CC(C)(C3)C1O)C2 (stereo not drawn),1,12,1,-11,-0.5,-5,-16,-7,-9
CC1=NN(c2ccccc2)C(=O)C1/C=C1\C(=O)NC(=O)N(c2cc(C)cc(C)c2)C1=O (stereo not drawn),-4,6,-2,10,-0.5,-8,-5,61[fluorescence artefact?],-11
C[N+]1=C(/C=C/Nc2ccccc2)C(C)(C)c2ccccc21,9,5,-162,-14,-0.3,28,-24,-4[fluorescence artefact?],-4
COc1ccc(OC)c(CN2CCN(C(=O)COc3cccc(C)c3)CC2)c1,-3,-1,-7,-11,0.1,-5,-11,17,28
CC(C)OC12Oc3ccccc3C=C1N1CCC2CC1 (stereo not drawn),0,4,0,.,2.6,-3,-28,-8[fluorescence artefact?],6
COc1ccccc1-n1c(O)c(/C=N/N2CCCCC2)c(=O)n(-c2ccccc2OC)c1=S,2,8,-9,-12,0.5,0,3,-12,-43
CC(C)n1c(=O)c(C=Nc2ccc(S(N)(=O)=O)cc2)c(O)n(Cc2ccco2)c1=O,14,10,-34,-18,0.5,-10,0,-5,-16
C/C(=N\NC(=O)c1ccccc1O)c1c(O)n(Cc2ccccc2)c(=O)[nH]c1=O,1,14,-22,-13,2.2,-1,-12,-6,-68
COc1ccccc1CCNCc1ccc(OC)c(OC)c1OC,-1,25,1,4,-1.3,-6,-21,1,6
COc1cccc(-c2nc(CS(=O)CC(=O)N3CCC4(CC3)OCCO4)c(C)o2)c1 (stereo not drawn),2,2,-8,-1,-0.3,-5,10,-9,15
O=C1NC(=O)C(=Cc2ccc3ccccc3c2)C(=O)N1,16,9,-8,-14,0.1,14,-5,-1,-8
COc1nc(NC(C)C)nc(NC(C)C)n1,1,0,-10,-15,-0.5,2,0,-8[fluorescence artefact?],-9
C/C(=N\N1CCCCCC1)c1c(O)n(-c2ccc(C)cc2)c(=O)[nH]c1=O,0,2,-2,0,1.0,1,-24,-29,20
c1cc2c(cc1CCNC1C3CC4CC(C3)CC1C4)OCO2 (stereo not drawn),1,6,-15,-6,-0.6,-1,-11,55[fluorescence artefact?],1
CCCC(=O)Nc1ccc(N2CCN(CC)CC2)c(Cl)c1,0,2,4,-13,5.5,-6,-11,38[fluorescence artefact?],0
CC(=NCCCN1CCOCC1)c1c(O)[nH]c(=O)[nH]c1=O,0,-1,-12,-18,0.3,0,-12,2[fluorescence artefact?],2
Cc1ccc2occ(CN3CC4CC(C3)c3cccc(=O)n3C4)c(=O)c2c1 (stereo not drawn),0,-2,5,-20,2.8,1,-17,4,-7
COC(=O)C1C2c3ccccc3C(c3ccccc32)C1C(=O)OC (stereo not drawn),1,13,-6,-4,-0.1,-2,-7,-7,1
Clc1ccccc1CN1CCN(c2ccccc2)CC1,-1,-1,-1,-1,0.1,1,2,83*,-1
O=c1cccc2n1CC1CC2CN(S(=O)(=O)c2ccc(F)cc2)C1 (stereo not drawn),3,17,-14,-8,0.4,1,-22,-4,1
Cc1c(C(=O)N2CCC3(CC2)OCCO3)sc2ncnc(N3CCN(c4ccccn4)CC3)c12,1,-8,6,-24,0.7,-1,-14,-8,-6
CN1CCN(C(=O)COc2ccc3ccccc3c2Br)CC1,-1,3,-9,-12,6.2,1,-6,-3,-8
Cc1ccc(NP(=O)(Nc2ccc(C)cc2)Oc2ccccc2)cc1,-1,16,-13,2,2.0,-1,6,-6,-3
O=C1CCCC2C3CCCN4CCCC(CN12)C34 (stereo not drawn),1,1,-14,-6,-0.3,0,-30,2,1
O=c1c2ccccc2nc(/C=C/c2ccc3c(c2)OCO3)n1-c1ccccc1,-1,4,8,-12,-0.1,-8,2,-2,-13
Cc1cccc(NP(C)(=O)c2nc3c(s2)CCCC3)c1 (stereo not drawn),-3,5,0,-3,.,2,3,-8,2
CC(=O)OC1N=C(c2ccccc2)c2ccccc2NC1=O (stereo not drawn),50,0,-5,-15,1.3,0,5,-7[fluorescence artefact?],-1
CC(Cl)(Cl)/C(=N/P(=S)(N1CCOCC1)N1CCOCC1)N1CCOCC1,1,15,-5,-5,-0.1,-1,-4,-3,-12
CCOc1ccccc1-n1c(O)c(C=NCc2ccc3c(c2)OCO3)c(=O)[nH]c1=O,-2,3,-6,-23,-0.3,4,-16,-6,9
CN(C)C(Cc1ccc(C#N)cc1)C(=O)c1ccccc1 (stereo not drawn),-3,0,-3,2,-0.2,-7,-20,-5,-10
CN[C@@H]1C[C@@H](c2ccc(Cl)c(Cl)c2)c2ccccc21,0,.,1,.,.,-2,-5,-2,.
CC(C)c1ccc(N2C(=O)NC(=O)/C(=C/C=C/c3ccco3)C2=O)cc1,-3,7,-70,-5,0.1,-36,-53,0,20
C=CC[N+]1(C)C2CCC1CC(O)C2 (stereo not drawn),-1,10,-6,-18,-0.9,0,-2,-10,3
CCCNS(=O)(=O)c1ccc(OCC(=O)N2CCN(C)CC2)cc1,-1,10,-12,-5,0.2,-1,-17,-1,-3
Cc1ccc(C)c(NC(=O)CSc2nnc([C@@H](N)Cc3c[nH]c4ccccc34)o2)c1,4,.,-2,15,.,4,-12,20,.
O=P(Nc1cccnc1)(Oc1ccccc1)Oc1ccccc1,-1,3,-1,-7,0.7,1,-24,-23,33
CC1(C)C2SCC(=O)N2CCN1CC(=O)NN (stereo not drawn),0,4,-3,-15,0.1,-1,-5,2,-9
COc1ccccc1N(CC(=O)NC1CCCCC1)C(=O)c1cnn(C(C)C)c1,-1,-1,33*,-10,-0.1,-5,-8,2,-6
O=C(C1CCN(c2nc3ccc(Br)cc3s2)CC1)N1CCC2(CC1)OCCO2,-7,2,-10,-25,0.0,-6,-10,-4[fluorescence artefact?],-2

# Other records follow.
SMILES,Runt-CBFb FRET,Hck Nef HTS,p47phox inh,MDM2 E3 inh,zVAD death inh,Runt-SMMHC FRET,EBV gp42 inh,14-3-3 Bad PPI,Tb hexokinase
CCOC(=O)C1(CCc2ccccc2)CCN(Cc2ccco2)CC1,-3,18,5,3,-1.4,-5,-4,0,1
Cc1c(NC(=O)C(C)OC(=O)Cc2ccccc2)c(=O)n(-c2ccccc2)n1C (stereo not drawn),2,16,-5,-19,-0.5,-1,-9,-15,0
CC(C)(C)n1c(O)c(C=Nc2ccc3c(c2)CCC3)c(=O)[nH]c1=O,-3,9,-4,-6,2.7,3,10,-4,-23
COc1ccc(C2SCC(=O)Nc3c2c(=O)[nH]n3C2CCCCCC2)cc1 (stereo not drawn),1,1,7,3,0.8,7,-4,-6,3
CCOC(=O)C1=C(C)N(C)C2(C)CC1c1ccccc1O2 (stereo not drawn),0,3,5,-12,-0.2,-2,-4,-5,0
COc1ccc(Cl)cc1C(=O)C1CCCN(Cc2cnc(C)s2)C1 (stereo not drawn),0,-1,-14,-4,-0.4,2,-3,4,0
Cc1cc(O)c(CN2CCN(c3ccccc3)CC2)cc1C,1,6,-4,-14,0.4,-1,-5,4,2
O=c1c2ccccc2nc(-c2ccco2)n1-c1ccccn1,-1,-1,-5,-15,-0.2,1,-10,-6,-16
O=C(Cc1ccccc1[N+](=O)[O-])N1CCN(Cc2ccc3c(c2)OCO3)CC1,0,8,-2,0,0.6,0,-16,-4,-2
COc1ccc(Cc2c(O)[nH]c(=O)[nH]c2=O)c(OC)c1,1,17,-10,-19,-0.1,3,-14,-3,-1
Cc1sc2nc(COC(=O)Cc3ccccc3)[nH]c(=O)c2c1C,-3,1,-10,-12,-0.7,-2,-9,0[fluorescence artefact?],5

# A few values from the results shown.
# Tb hexokinase with CC(C)(C)n1c(O)c(C=Nc2ccc3c(c2)CCC3)c(=O)[nH]c1=O is entered as -23
# MDM2 E3 inh with O=C(Cc1ccccc1[N+](=O)[O-])N1CCN(Cc2ccc3c(c2)OCO3)CC1 is entered as 0
# p47phox inh with Cc1c(NC(=O)C(C)OC(=O)Cc2ccccc2)c(=O)n(-c2ccccc2)n1C (stereo not drawn) is entered as -5
